Source: PubChem BioAssay
Ecoli viability: reduces bacterial viability in AddAB counter-screen; E. coli V3065 growth, OD600 absorbance, 18 h; inhibition, % at 11.9 µM; 330,000 compounds, 0.27% hits;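 active = inhibition above the campaign's mean inhibition across all tested compounds plus 3 SD, cut at about 9.9% in these data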;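 also: uninfected addAB+ strain grown without phage in ampicillin broth; 0% = DMSO wells and 100% = ciprofloxacin 0.95 µg/ml wells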
PKA-R2B act: activates the human PKA-R2B holoenzyme complex | activation, % at 11.4 µM | PKA-R2B holoenzyme dissociation, Cy5-IP20 fluorescence polarization; R2B truncated from residue 108, S112A mutant; 0% DMSO only, 100% 113 µM cGMP | P22694+P31323 | 340,000 compounds, 0.079% hits;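 active = activation above a cutoff set at the mean over all compounds plus 3 SD, cut at about 18% in these data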;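 also: higher means more holoenzyme dissociation and a rise in polarization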
Target sequence (P31323 whole entry, looked up, other chains not shown, the tested form may be a part): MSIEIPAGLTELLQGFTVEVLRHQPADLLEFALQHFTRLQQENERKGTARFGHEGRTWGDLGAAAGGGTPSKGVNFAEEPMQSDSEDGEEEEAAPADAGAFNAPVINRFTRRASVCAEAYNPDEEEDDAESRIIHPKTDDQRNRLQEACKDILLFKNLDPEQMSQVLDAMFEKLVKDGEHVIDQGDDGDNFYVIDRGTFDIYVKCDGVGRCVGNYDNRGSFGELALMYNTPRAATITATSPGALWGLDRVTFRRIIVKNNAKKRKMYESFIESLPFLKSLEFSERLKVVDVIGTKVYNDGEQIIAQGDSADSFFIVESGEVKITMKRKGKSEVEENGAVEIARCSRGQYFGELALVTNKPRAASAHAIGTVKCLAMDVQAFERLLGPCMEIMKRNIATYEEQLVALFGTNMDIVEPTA
Tat transport: E. coli Tat transport inhibition; E. coli MC4100 TorA-mCherry Tat export, fluorescence; inhibition, % at 10 µM; 340,000 compounds, 0.036% hits; AID 488895;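 active = mean replicate inhibition at least 50% and at least half of replicates individually reaching 50%; inconclusive = only one of the two criteria met; inactive = neither criterion met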;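 also: exported cargo escapes ClpAP degradation while cytoplasmic cargo is degraded and loses fluorescence; 0% = median of neutral control wells and 100% = median of NaSCN control wells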
AddAB inh: less growth of phage-infected E. coli with AddAB. E. coli expressing H. pylori AddAB, absorbance growth. 330,000 compounds, 0.29% hits. AID 435030. inhibition, % at 11.9 µM; in the data active = inhibition above about 12%;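 also: 0% = vehicle wells of infected cells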
PKA-R1A activ: activators of PKA-R1A complex. PKA-R1A dissociation, Cy5-IP20 fluorescence polarization; scaled: DMSO 0%, 113 µM cGMP 100%. 340,000 compounds, 0.083% hits. activation, % at 11.4 µM;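 active = percent activation above the mean of all tested compounds plus 3 SD, cut at about 19% in these data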;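 also: higher means more PKAc released from R1A so a rise in polarization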
OPRM1-OPRD1 ag: agonists of human mu-delta opioid receptor heterodimerization; AID 504326; cells, OPRM1-OPRD1 heterodimerization, luminescence; 340,000 compounds, 0.3% hits; P35372+P41143; activation, % at 9.3 µM; in the data active = activation above about 18%;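 also: 0% = vehicle-treated cells and 100% = reference agonist; values of inactives mirror those of a sister screen read the other way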
OPRM1-OPRD1 inv: inverse agonists of human mu-delta opioid receptor heterodimerization | P35372+P41143 | cell-based MOR-DOR heterodimer luminescence, inverse agonism | inhibition, % at 9.3 µM | 340,000 compounds, 0.21% hits | AID 504357; in the data active = inhibition above about 22%, passing the limit was not always enough;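 also: 0% = cells with DMSO and 100% = wells without cells with DMSO; values of inactives mirror those of a sister screen read the other way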
SUMO Mot1 rescue: SUMOylation pathway inhibition by Mot1-301 growth rescue; 320,000 compounds, 1% hits; S. cerevisiae Mot1-301 growth rescue, ATP luminescence, 38.5C; percent above DMSO median, 100 means doubled; AID 2716; growth rescue, % at 18.8 µM;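 active = every valid replicate shows activation above 250% relative to neutral control wells; inactive = the rest, any valid replicate at or below 250%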;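 also: OY570 slx delta 5 strain wells were the positive control but not used for scaling; some compounds called inactive have numbers as strong as hits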
phage Ecoli inh: E. coli growth loss with phage present; 360,000 compounds, 0.26% hits; growth absorbance; inhibition, % at 11.9 µM; in the data active = inhibition above about 11%
PfHsp90 yeast 2: growth inhibition of yeast expressing Plasmodium Hsp90; S. cerevisiae expressing PfHsp90, BacTiter-Glo ATP, 48 h; yeast lacking PDR1 and PDR3 efflux regulators; 310,000 compounds, 0.32% hits; inhibition, % at 9.4 µM;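 active = every replicate shows inhibition above about 80%, whatever the replicate mean, limit read from the data; inconclusive = mean inhibition reaches the set limit but some replicate falls short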;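 also: 0% = DMSO neutral controls and 100% = 20 µM radicicol positive controls; yeast relying on Plasmodium falciparum Hsp90 in place of its own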
HTR5A inv ctr: HTR5A inverse agonism, opioid heterodimer counter-screen; P47898; HTR5A cell line, luminescence; inhibition, % at 9.3 µM; 340,000 compounds, 0.083% hits; AID 504634; in the data active = inhibition mostly above about 23%, no sharp cut-off; inactive = mostly below about 18%;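 also: 0% = cells with DMSO and 100% = no-cell wells with DMSO; some compounds called inactive have numbers as strong as hits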
Target sequence (P47898 whole entry, looked up): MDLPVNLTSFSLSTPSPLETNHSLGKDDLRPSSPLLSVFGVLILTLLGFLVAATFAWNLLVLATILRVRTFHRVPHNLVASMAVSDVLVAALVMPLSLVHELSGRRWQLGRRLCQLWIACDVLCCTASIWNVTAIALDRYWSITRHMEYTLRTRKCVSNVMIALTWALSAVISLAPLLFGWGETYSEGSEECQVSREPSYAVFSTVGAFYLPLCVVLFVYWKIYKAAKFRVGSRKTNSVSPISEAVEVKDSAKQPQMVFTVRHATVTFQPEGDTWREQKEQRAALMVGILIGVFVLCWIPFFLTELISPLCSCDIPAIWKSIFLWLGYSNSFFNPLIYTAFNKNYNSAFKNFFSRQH
Numbers without * were called inactive.

O=S(=O)(Nc1ncn[nH]1)c1ccc2ccccc2c1 was read as Ecoli viability 1.0, PKA-R2B act 4.9, Tat transport 6.2, AddAB inh 0.9, PKA-R1A activ -2.2, OPRM1-OPRD1 ag 0.3, OPRM1-OPRD1 inv -2.0, SUMO Mot1 rescue -9.6, phage Ecoli inh 1.0, PfHsp90 yeast 2 18.6 and HTR5A inv ctr -20.3.
CCOC(=O)Cn1c(=NC(=O)CSC(C)=O)sc2cc(OC)ccc21 was read as Ecoli viability -1.5, PKA-R2B act -9.2, Tat transport -7.8, AddAB inh 1.7, PKA-R1A activ -2.9, OPRM1-OPRD1 ag -2.0, OPRM1-OPRD1 inv 9.0, SUMO Mot1 rescue -5.2, phage Ecoli inh 0.3, PfHsp90 yeast 2 -5.8 and HTR5A inv ctr 15.8.
For Cc1ccc(C(=O)c2oc3ccccc3c2NC(=O)c2cc(-c3ccccc3O)n[nH]2)cc1 the results were Ecoli viability 1.4, PKA-R2B act -8.9, Tat transport -7.1, AddAB inh 3.5, PKA-R1A activ 1.3, OPRM1-OPRD1 ag -1.0, OPRM1-OPRD1 inv 5.2, SUMO Mot1 rescue 2.1, phage Ecoli inh 0.6, PfHsp90 yeast 2 -41.0 and HTR5A inv ctr 28.9.
For CN1CCc2c(c3c(n2C)CCN(C)C3c2ccc(F)cc2)C1c1ccc(F)cc1 (stereo unspecified) the results were Ecoli viability 1.4, PKA-R2B act 2.9, Tat transport -6.5, AddAB inh 2.3, PKA-R1A activ 2.5, OPRM1-OPRD1 ag -1.7, OPRM1-OPRD1 inv 9.1, SUMO Mot1 rescue -15.8, phage Ecoli inh 0.2, PfHsp90 yeast 2 23.0 and HTR5A inv ctr -5.7.
For O=C(NC(=S)Nc1ccccn1)c1cc(-c2ccccc2)nc2ccccc12 the results were Ecoli viability -1.3, PKA-R2B act 7.4, Tat transport -2.8, AddAB inh 0.2, PKA-R1A activ 2.2, OPRM1-OPRD1 ag 0.9, OPRM1-OPRD1 inv -5.1, SUMO Mot1 rescue -13.3, phage Ecoli inh 2.6, PfHsp90 yeast 2 -5.9 and HTR5A inv ctr 5.8.
`O=C(CSCc1ccccc1F)NCc1ccc(F)cc1` gave Ecoli viability 0.8, PKA-R2B act 4.2, Tat transport -1.8, AddAB inh 2.5, PKA-R1A activ -3.0, OPRM1-OPRD1 ag -1.7, OPRM1-OPRD1 inv 8.8, SUMO Mot1 rescue 294.0, phage Ecoli inh 0.8, PfHsp90 yeast 2 -4.0 and HTR5A inv ctr 2.2.
CCOC(=O)c1c(NC(=O)CN2CCN(c3ccc(Cl)cc3)CC2)sc(C)c1C was read as Ecoli viability -1.8, PKA-R2B act -7.6, Tat transport 3.3, AddAB inh 0.4, PKA-R1A activ -13.8, OPRM1-OPRD1 ag -2.1, OPRM1-OPRD1 inv 12.2, SUMO Mot1 rescue -26.7, phage Ecoli inh 0.3, PfHsp90 yeast 2 13.1 and HTR5A inv ctr -7.0.
Screening CCOC(=O)N1CCN(C(=O)c2ccc3c(=O)n(-c4ccccc4F)c(=S)[nH]c3c2)CC1 returned Ecoli viability 1.0, PKA-R2B act 1.3, Tat transport 8.9, AddAB inh -0.3, PKA-R1A activ 1.2, OPRM1-OPRD1 ag -2.0, OPRM1-OPRD1 inv 10.0, SUMO Mot1 rescue -12.9, phage Ecoli inh -3.2 and HTR5A inv ctr 2.0.
Screening Cc1cc(C)c(NC2=NCC(=O)N2C2CCCCC2)c(C)c1 returned Ecoli viability 1.2, PKA-R2B act -1.0, Tat transport -5.6, AddAB inh -1.0, PKA-R1A activ 0.4, OPRM1-OPRD1 ag 0.9, OPRM1-OPRD1 inv -5.3, SUMO Mot1 rescue -12.9, phage Ecoli inh 0.9, PfHsp90 yeast 2 -0.5 and HTR5A inv ctr -12.4.
Screening O=C1NC(=O)C(Nc2cccc3ccccc23)S1 (stereo unspecified) returned Ecoli viability 2.7, PKA-R2B act -1.7, Tat transport -4.6, AddAB inh 0.5, PKA-R1A activ -4.1, OPRM1-OPRD1 ag 4.6, OPRM1-OPRD1 inv -25.9, SUMO Mot1 rescue 14.0, phage Ecoli inh 1.9, PfHsp90 yeast 2 -37.1 and HTR5A inv ctr -23.0.
For CCO[C@H]1OC(C(=O)N2CCN(Cc3ccccc3)CC2)=C[C@@H](c2cn(C(C)=O)c3ccccc23)[C@@H]1CCCO the results were Ecoli viability 0.2, PKA-R2B act -7.8, Tat transport 5.3, AddAB inh 2.2, PKA-R1A activ -13.2, OPRM1-OPRD1 ag 0.0, OPRM1-OPRD1 inv -0.1, SUMO Mot1 rescue -12.6, phage Ecoli inh 1.8, PfHsp90 yeast 2 -0.9 and HTR5A inv ctr -8.5.
COC(=O)/C=C1/S/C(=N/NC(=O)c2ccccc2OC)NC1=O was read as Ecoli viability 1.9, PKA-R2B act 8.1, Tat transport -0.4, AddAB inh 3.7, PKA-R1A activ -2.4, OPRM1-OPRD1 ag -1.5, OPRM1-OPRD1 inv 7.3, SUMO Mot1 rescue -14.7, phage Ecoli inh 2.2, PfHsp90 yeast 2 -9.0 and HTR5A inv ctr 8.5.
COc1ccc(N=C(NN)c2ccc3ccccc3n2)cc1 was read as Ecoli viability 0.8, PKA-R2B act -7.0, Tat transport inconclusive, AddAB inh 4.0, PKA-R1A activ -12.4, OPRM1-OPRD1 ag 0.0, OPRM1-OPRD1 inv -0.1, SUMO Mot1 rescue -0.6, phage Ecoli inh 2.7, PfHsp90 yeast 2 16.0 and HTR5A inv ctr 13.1.
CC(=O)Nc1ccc(S(=O)(=O)NCc2cc(=O)n(C)c(=O)n2C)cc1 was read as Ecoli viability -0.8, PKA-R2B act -3.6, Tat transport -1.2, AddAB inh 3.0, PKA-R1A activ -2.6, OPRM1-OPRD1 ag 0.2, OPRM1-OPRD1 inv -0.9, SUMO Mot1 rescue -6.7, phage Ecoli inh 1.7, PfHsp90 yeast 2 -1.1 and HTR5A inv ctr 10.5.
For CC(C)C(=O)NC(c1ccco1)c1ccc2cccnc2c1O (stereo unspecified) the results were Ecoli viability 15.4*, PKA-R2B act -4.1, Tat transport -11.2, AddAB inh 16.1*, PKA-R1A activ -17.6, OPRM1-OPRD1 ag -0.8, OPRM1-OPRD1 inv 4.6, SUMO Mot1 rescue 2.8, phage Ecoli inh 21.1*, PfHsp90 yeast 2 9.7 and HTR5A inv ctr 11.6.
`O=C(CN1C(=O)c2ccccc2S1(=O)=O)Nc1ccc(S(=O)(=O)N2CCCC2)cc1` gave Ecoli viability -2.4, PKA-R2B act -6.8, Tat transport -9.8, AddAB inh 1.8, PKA-R1A activ -6.3, OPRM1-OPRD1 ag -0.3, OPRM1-OPRD1 inv 1.9, SUMO Mot1 rescue 61.7, phage Ecoli inh 1.5, PfHsp90 yeast 2 -6.6 and HTR5A inv ctr -6.7.
For CCc1nc2ccccc2c(C(=O)Nc2cccc(C)c2)c1C the results were Ecoli viability -0.2, PKA-R2B act 12.4, Tat transport -0.2, AddAB inh 5.6, PKA-R1A activ 6.5, OPRM1-OPRD1 ag -0.3, OPRM1-OPRD1 inv 1.4, SUMO Mot1 rescue -8.0, phage Ecoli inh 0.9, PfHsp90 yeast 2 1.4 and HTR5A inv ctr -12.0.
For CS(=O)(=O)N1CCN(c2ccccc2NC(=O)c2cccc3ccccc23)CC1 the results were Ecoli viability 1.8, PKA-R2B act 2.1, Tat transport 2.6, AddAB inh 0.5, PKA-R1A activ -8.0, OPRM1-OPRD1 ag -2.4, OPRM1-OPRD1 inv 13.5, SUMO Mot1 rescue 53.1, phage Ecoli inh -0.8, PfHsp90 yeast 2 -30.1 and HTR5A inv ctr -0.5.
`CC1CCCCC1NC(=O)COn1nnc2ccc(Cl)cc21` (stereo unspecified) gave Ecoli viability 1.8, PKA-R2B act -11.7, Tat transport -6.1, AddAB inh 4.2, PKA-R1A activ -6.9, OPRM1-OPRD1 ag -1.4, OPRM1-OPRD1 inv 8.2, SUMO Mot1 rescue 130.7, phage Ecoli inh 3.5, PfHsp90 yeast 2 0.4 and HTR5A inv ctr 6.9.
CCOc1cc(CN2CCN(C(=O)c3cccc4ccccc34)CC2)ccc1OC was read as Ecoli viability 0.8, PKA-R2B act -7.4, Tat transport -2.0, AddAB inh -0.5, PKA-R1A activ -11.4, OPRM1-OPRD1 ag 0.3, OPRM1-OPRD1 inv -1.9, SUMO Mot1 rescue 10.1, phage Ecoli inh -0.6, PfHsp90 yeast 2 6.3 and HTR5A inv ctr 1.1.
NC(=O)COC(=O)Cc1coc2cc3c(cc12)CCC3 was read as Ecoli viability 0.2, PKA-R2B act 1.4, Tat transport 2.7, AddAB inh 0.3, PKA-R1A activ 0.0, OPRM1-OPRD1 ag 1.5, OPRM1-OPRD1 inv -8.0, SUMO Mot1 rescue 17.3, phage Ecoli inh -0.3, PfHsp90 yeast 2 9.2 and HTR5A inv ctr -13.0.
`Cc1cccc(C)c1OCC(=O)Nc1cccc(C(=O)O)c1` gave Ecoli viability 0.7, PKA-R2B act -4.5, Tat transport -3.7, AddAB inh 0.4, PKA-R1A activ 6.2, OPRM1-OPRD1 ag -1.1, OPRM1-OPRD1 inv 4.9, SUMO Mot1 rescue -13.6, phage Ecoli inh 3.1, PfHsp90 yeast 2 2.4 and HTR5A inv ctr -0.8.
Screening Cc1nn(-c2ccccc2)c2c1c(C)c(CCC(=O)NCC1CCCO1)c(=O)n2C (stereo unspecified) returned Ecoli viability 0.5, PKA-R2B act -7.2, Tat transport -0.6, AddAB inh 3.7, PKA-R1A activ -8.2, OPRM1-OPRD1 ag -0.2, OPRM1-OPRD1 inv 1.2, phage Ecoli inh 0.8, PfHsp90 yeast 2 11.1 and HTR5A inv ctr 3.4.
Screening O=C(Nc1nnc(CC(=O)N2CCOCC2)s1)C1COc2ccccc2O1 (stereo unspecified) returned Ecoli viability 1.4, PKA-R2B act 3.5, Tat transport 1.6, AddAB inh 4.1, PKA-R1A activ -6.5, OPRM1-OPRD1 ag -0.8, OPRM1-OPRD1 inv 5.0, SUMO Mot1 rescue -3.1, phage Ecoli inh 1.7, PfHsp90 yeast 2 11.9 and HTR5A inv ctr 23.8.
Screening O=C(O)CNC(=O)C1COc2ccccc2O1 (stereo unspecified) returned Ecoli viability 0.3, PKA-R2B act -2.5, Tat transport -6.3, AddAB inh 4.4, PKA-R1A activ -8.2, OPRM1-OPRD1 ag -3.4, OPRM1-OPRD1 inv 15.9, SUMO Mot1 rescue 106.6, phage Ecoli inh 2.2, PfHsp90 yeast 2 -1.2 and HTR5A inv ctr 4.8.
`CC(C)N1CCC2(CC1)Oc1ccc(Br)cc1C1CC(c3cccnc3)=NN12` (stereo unspecified) gave Ecoli viability 3.5, PKA-R2B act 6.8, Tat transport -0.6, AddAB inh 4.0, PKA-R1A activ 0.4, OPRM1-OPRD1 ag -2.3, OPRM1-OPRD1 inv 11.7, SUMO Mot1 rescue -12.0, phage Ecoli inh -1.3, PfHsp90 yeast 2 9.4 and HTR5A inv ctr 18.5.
